Screening data deposited in PubChem by Emory University Molecular Libraries Screening Center.
14-3-3 PPI – modulators of 14-3-3 gamma protein binding, primary screen, biochemical, fluorescence polarization. 14-3-3 protein gamma (Homo sapiens), P61981. FP, 14-3-3gamma / TMR-pS259-Raf peptide binding. inhibition, % at 40 µM. 160,000 tested, 0.19% active. AID 422, 2006; in the data active means inhibition above about 30%;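 further: 0% = protein plus tracer without compound and 100% = blank with tracer alone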
Target sequence (P61981 whole entry, looked up): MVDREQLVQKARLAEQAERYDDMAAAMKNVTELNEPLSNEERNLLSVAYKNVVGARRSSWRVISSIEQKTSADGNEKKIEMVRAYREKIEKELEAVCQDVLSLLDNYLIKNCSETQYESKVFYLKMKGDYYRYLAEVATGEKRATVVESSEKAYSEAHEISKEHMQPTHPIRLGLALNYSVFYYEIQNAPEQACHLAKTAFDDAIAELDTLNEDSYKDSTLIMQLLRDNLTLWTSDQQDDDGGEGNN
* hit, by the source's call; & = joins results of further samples. Only part of the results is shown, so the mix of outcomes need not match the whole.

cpd	smiles	14-3-3 PPI
1	CC1=C(C(=O)OCCOC(C)C)C(c2ccccn2)C2=C(CC(C)(C)CC2=O)N1 (stereo unspecified)	-2
2	O=C(CCc1nc(-c2ccccc2)no1)NCc1ccco1	-27
3	CCOc1ccc(-c2cc(C(=O)N3CCC(C)CC3)c3ccccc3n2)cc1	-6
4	Cn1c(C(=O)NCc2cccs2)cc2oc3ccccc3c21	-4
5	NC(=O)Cn1c(=O)n(Cc2ccco2)c(=O)c2cc(Cl)ccc21	-21
6	Cc1ccnc(NS(=O)(=O)c2ccc(NC(=O)c3ccccc3Br)cc2)n1	-7
7	Cc1ccc(S(=O)(=O)N(CCO)CCO)cc1	0
8	O=C(Nc1cccnc1)c1cc2nc(C3CC3)cc(C(F)(F)F)n2n1	-27
9	CCC(Sc1nc2ccc(Br)cc2c2nc3ccccc3n12)C(=O)NCC1CCCO1 (stereo unspecified)	-10
10	C=CCOc1ccc(C2Nc3ccccc3S(=O)(=O)N2Cc2ccccc2)cc1OCC (stereo unspecified)	0
11	COC(=O)C1CCCN1C(=O)c1cccs1 (stereo unspecified)	-8
12	CCOC(=O)CSc1nc2c(sc3ccccc32)c(=O)n1CCCN1CCCC1	-16
13	COc1ccc(OC)c(S(=O)(=O)NCc2ccc(C)cc2)c1	3
14	Nc1nc(N)c2nc(-c3ccccc3)c(N)nc2n1	4&-1
15	Cc1cccc(-n2c(=O)c3c4c(sc3n3c(=S)[nH]nc23)CCCC4)c1	-5
16	COc1cccc(-n2nnc3c(=O)n(CC(=O)NCC4CCCO4)cnc32)c1 (stereo unspecified)	2
17	CC(=O)C1=C(O)C(=O)N(Cc2ccco2)C1c1cccc([N+](=O)[O-])c1 (stereo unspecified)	0
18	NC(=O)CSc1sc(=S)sc1SCC(N)=O	-16
19	CC(=O)C1=C(N2CCCCC2)CCC1=O	-17
20	COCCN1C(=O)c2ccccc2C(C(=O)NCCC(C)C)C1c1cn(C)c2ccccc12 (stereo unspecified)	-4
21	CC1=C(C)CC(C(=O)NCc2ccc3c(c2)OCO3)C(C(=O)O)C1 (stereo unspecified)	-2
22	Cc1ccccc1OCC(=O)Nc1ccc(S(=O)(=O)N2CCC(C)CC2)cc1	-28
23	CC(C)(C)c1onc(OCP(=O)(O)O)c1CC(N)C(=O)O (stereo unspecified)	-5
24	Cc1ccc(CN2CCN(C(=O)C3CCCO3)CC2)cc1 (stereo unspecified)	0
25	Cc1c(C(=O)Nc2ccc(Cl)cc2)sc2ncn(C)c(=O)c12	-5
26	O=C(CCNS(=O)(=O)c1ccc(Br)s1)NC1CCCC1	-8
27	COc1ccc(-c2nc(CS(=O)CC(=O)N3CCc4ccccc4C3)c(C)o2)cc1 (stereo unspecified)	-4
28	COc1cc2c(cc1OC)C1C(C(=O)NCCCN3CCN(c4ccccc4F)CC3)c3ccccc3C(=O)N1CC2 (stereo unspecified)	-2
29	COc1ccc(NC(=O)c2cc3n(n2)C(C(F)(F)F)CC(c2ccc(C)cc2)N3)cc1 (stereo unspecified)	2
30	CCCC1N=C(c2ccc(Cl)cc2)CC(c2ccccc2O)N1 (stereo unspecified)	9
31	O=C(NCCC1=CCCCC1)C1CCN(S(=O)(=O)c2cccs2)CC1	-3&-4
32	Cc1nc(SCC(=O)NCC2CCCO2)c2oc3ccccc3c2n1 (stereo unspecified)	-3
33	O=C(c1ccc(F)cc1)N1CCN(c2ccc([N+](=O)[O-])cc2Cl)CC1	-2
34	O=C(Nn1cnnc1)c1cc2cc(Br)ccc2oc1=O	3
35	CC1CCCN(C(=O)C2c3ccccc3C(=O)N(C)C2c2c[nH]c3ccccc23)C1 (stereo unspecified)	4
36	CCCSc1nnc(Sc2nnnn2-c2ccccc2)s1	2
37	CCc1cccc(OCC(=O)Nc2ccc(S(=O)(=O)Nc3nccs3)cc2)c1	-22
38	COc1cccc(C2=CC(c3cccc(F)c3)n3nnnc3N2)c1 (stereo unspecified)	-4
39	COC(=O)N1CC(C)N(C(=O)OC)CC1C (stereo unspecified)	7
40	O=C(CN1C2=NCCCN2c2ccccc21)c1cccc2ccccc12	-3
41	CN1CCN(S(=O)(=O)c2ccc(-c3ccccc3)cc2)CC1	-4
42	COc1ccccc1N/C(=N/c1nc(C)cc(C)n1)NC(C)=O	1
43	CCCOC(=O)C1=C(C)NC2=C(C(=O)CC(c3ccc(OC)c(OC)c3)C2)C1c1ccc([N+](=O)[O-])cc1 (stereo unspecified)	-2
44	Cc1ccccc1NC(=O)c1c(N)sc2c1CCC(C)C2 (stereo unspecified)	-40
45	COc1ccc(OC)c(-n2c(=S)[nH]c3cc(C(=O)NCc4ccc(F)cc4)ccc3c2=O)c1	17
46	CSc1nnc2c3ccccc3n(CCc3ccccc3)c2n1	3&-52
47	Cc1ccc(-c2noc(CCC(=O)N3CCN(c4cccc(Cl)c4)CC3)n2)cc1	-6
48	CCN(CCNC(=O)C1CCN(S(=O)(=O)c2cccc3nsnc23)CC1)c1ccccc1	-1

6 records drawn at random from the list so far:
cpd	smiles	14-3-3 PPI
42	COc1ccccc1N/C(=N/c1nc(C)cc(C)n1)NC(C)=O	1
39	COC(=O)N1CC(C)N(C(=O)OC)CC1C (stereo unspecified)	7
37	CCc1cccc(OCC(=O)Nc2ccc(S(=O)(=O)Nc3nccs3)cc2)c1	-22
41	CN1CCN(S(=O)(=O)c2ccc(-c3ccccc3)cc2)CC1	-4
46	CSc1nnc2c3ccccc3n(CCc3ccccc3)c2n1	3&-52
44	Cc1ccccc1NC(=O)c1c(N)sc2c1CCC(C)C2 (stereo unspecified)	-40

(list continues)
cpd	smiles	14-3-3 PPI
49	C[C@H]1C[C@H]2[C@@H]3CCC4=CC(=O)C=C[C@]4(C)[C@@]3(Cl)[C@@H](O)C[C@]2(C)[C@@]1(O)C(=O)CO	-2
50	CCOc1cc2[nH]c(=S)n(Cc3ccc(C(=O)Nc4ccccn4)cc3)c(=O)c2cc1OCC	-5
51	O=C(CN1CCOCC1)N1CCN(c2nnc(-c3ccccc3)c3ccccc23)CC1	-5
52	CCC(C)NC(=O)c1ccc(N2CC3CC(C2)c2cccc(=O)n2C3)c(NC(=O)c2ccccc2Br)c1 (stereo unspecified)	-5
53	Cc1ccc(Nc2nc(-c3ccccc3F)nc3ccccc23)cc1F	1
54	COc1ccc(CN(C2CCCC2)S(=O)(=O)c2ccc(-n3cnnn3)cc2)cc1	-2
55	COc1ccc(OC)c(S(=O)(=O)NCc2cn3ccsc3n2)c1	6
56	Nc1ccccc1-c1n[nH]c(=S)[nH]c1=O	-3
57	Cc1cc(C)cc(NC(=O)CSc2nnc(CNC(=O)c3cccs3)o2)c1	0&-2
58	C=CCn1c(SCC(=O)N(CC)CC)nc(O)cc1=O	-2
59	Cc1ccc2nc(C)cc(NC3CCCCC3)c2c1	-38
60	COC(=O)C(C(=O)Nc1cc(C)on1)C1CCCC1 (stereo unspecified)	-3
61	CCCCNC(=O)OCCNC(=O)NC	2
62	O=c1[nH]c2ccc(S(=O)(=O)Nc3cccc(Cl)c3)cc2s1	2
63	O=C(Nc1ccc(Br)cc1F)C1CCN(c2nnc(-n3cccc3)s2)CC1	-18
64	N#CC1=C(SCC(=O)NC2CC2)NC(=O)C(C#N)C12CCCCC2 (stereo unspecified)	1
65	COc1cccc(C2/C(=C(\O)c3ccc(Cl)cc3)C(=O)C(=O)N2c2ccc(C)c(Br)c2)c1 (stereo unspecified)	-6
66	O=C(NC1CC1)c1cccnc1SCc1ccccc1Cl	0
67	O=C1c2ccccc2C(=O)c2cc(-c3nc4ccccc4[nH]3)ccc21	2
68	C/C(CC1(O)C(=O)N(C)c2ccccc21)=N\O (stereo unspecified)	2
69	Cc1c(C(=O)N(C)C)sc2c1c(=O)n(-c1ccccc1)c(=O)n2Cc1ccccc1C#N	0
70	COC(=O)c1cc(S(=O)(=O)N2CCN(S(=O)(=O)c3ccc(Cl)c(C(=O)OC)c3)CC2)ccc1Cl	5
71	CC(=O)c1c(C)n(-c2cccc(Cl)c2)c2ccc(O)cc12	-3
72	COc1ccccc1N1CCN(C(=O)Cn2c3ccccc3c(=O)c3cc(C)ccc32)CC1	-7
73	C=CCNc1oc2c(O)cc(=O)[nH]c2c1C#N	-138
74	Cc1cccc(C)c1NC(=O)c1sc(=S)n(CCc2ccccc2)c1N	9
75	N#Cc1c2c(c(-c3ccco3)[nH]c1=O)CCCC2	-13&4
76	Nc1nc2nccc(-c3ccc(Cl)cc3)n2n1	-3&-6
77	C=C(C)CSc1nnc2n(C)c(=O)c3c4c(sc3n12)CCC4	3
78	CCOc1cc(C(=O)N=c2sc3cccc(OC)c3n2C)cc(OCC)c1OCC	0
79	O=C(Nc1ccc(F)cc1)c1cccc(S(=O)(=O)Nc2ccccc2)c1	3
80	CNC(=O)c1sc(=S)n(-c2ccccc2)c1N	-6
81	COc1ccc2c(c1)CCc1c(C(=O)NCCCn3ccnc3)noc1-2	1
82	COc1cc(CN2CCN(S(=O)(=O)c3ccc(F)cc3)CC2)cc(OC)c1OC	-4&-5
83	CCc1ccc(S(=O)(=O)N(C(C)=O)c2ccc3oc(C)c(C(C)=O)c3c2)cc1	-1
84	Nc1c2c(nc3ccn(Cc4ccccc4)c(=O)c13)CCC2	-11
85	O=C(COC(=O)CCCc1c[nH]c2ccccc12)Nc1ccc2c(c1)OCO2	-3
86	CC1=C(C(=O)OC(C)C)C(c2ccc(-c3cccc(Br)c3)o2)C(C(=O)OC(C)C)=C(C)N1	0
87	CCOc1cc(NC(=O)c2ccco2)c(OCC)cc1NC(=O)Cc1cccc(OC)c1	-13
88	COc1ccc(N2CCN(c3ncnc4sc(C(=O)NCc5ccccc5Cl)c(C)c34)CC2)cc1	8
89	CCC(=O)N1c2ccccc2NC2=C(C(=O)CC(C)(C)C2)C1CC1CC=C(C)C1(C)C (stereo unspecified)	-1
90	COc1ccc(S(=O)(=O)N(C)CCO)cc1C(=O)O	5
91	O=C1NN(c2ccc([N+](=O)[O-])cc2)C(=O)C2C3C=CC(C3)C12 (stereo unspecified)	-4
92	CCC(=O)N1c2ccc(S(=O)(=O)NCCN3CCOCC3)cc2CC1C (stereo unspecified)	-13
93	CSc1ccc(-c2nnn(CC(=O)Nc3ccc(OC(F)(F)F)cc3)n2)cc1	-4
94	COc1cccc(C2C(C#N)=C(N)OC3=C2C(=O)CC(c2ccco2)C3)c1OCc1ccc(F)cc1 (stereo unspecified)	-8
95	Cc1ccc(N2CCn3c2nc2c3c(=O)n(CCc3ccccc3)c(=O)n2C)cc1	-5
96	CCOc1ccc(-n2cc(C(=O)N3CCCCCC3)c3cc(OC)c(OC)cc3c2=O)cc1	-6

Rewritten with each value named: 2 of the compounds above
[92] CCC(=O)N1c2ccc(S(=O)(=O)NCCN3CCOCC3)cc2CC1C (stereo unspecified)
  14-3-3 PPI: -13
[88] COc1ccc(N2CCN(c3ncnc4sc(C(=O)NCc5ccccc5Cl)c(C)c34)CC2)cc1
  14-3-3 PPI: 8

Further results follow.
cpd	smiles	14-3-3 PPI
97	CCC1Sc2ccccc2N(CC(=O)NCCc2ccccc2)C1=O (stereo unspecified)	-1
98	COc1ccc(CNC(=O)C2CC(=O)N(c3ccc(OCC(=O)N4C(C)CCCC4C)cc3)C2)cc1 (stereo unspecified)	0
99	Cc1nc(Nc2ccc(C)c(F)c2)c2c(C)c(C)sc2n1	-5
100	NC(=O)C1CCN(c2ccc(N3C(=O)CCCC3=O)cc2[N+](=O)[O-])CC1	8
101	CCC(NS(=O)(=O)c1ccc(C)cc1)C(=O)Nc1ccc(NC(C)=O)cc1 (stereo unspecified)	-2
102	O=C(O)c1sc2nc(-c3ccccc3)cc(-c3ccccc3)c2c1-n1cccc1	-11
103	CCCn1cnc2sc(C(=O)N3CCC(Cc4ccccc4)CC3)c(C)c2c1=O	2
104	CCOc1cc(N2CCOCC2)c(OCC)cc1NC(=O)COC(=O)CCc1c[nH]c2ccccc12	-1
105	CCOc1ccc(C2C(C(=O)C34CC5CC(CC(C5)C3)C4)N3c4ccccc4C=CC3C2(C#N)C#N)cc1 (stereo unspecified)	-177
106	COc1ccc(S(=O)(=O)N2c3ccc(C)cc3C(C)=CC2(C)C)cc1	-8
107	Cc1[nH]c(=S)[nH]c(=O)c1CCOc1ccccc1	-2
108	Clc1ccc(C=Cc2ncc3ccccn23)cc1	-16

Ordered by length of the SMILES (ascending): 3 of the compounds above.
cpd	smiles	14-3-3 PPI
41	CN1CCN(S(=O)(=O)c2ccc(-c3ccccc3)cc2)CC1	-4
78	CCOc1cc(C(=O)N=c2sc3cccc(OC)c3n2C)cc(OCC)c1OCC	0
83	CCc1ccc(S(=O)(=O)N(C(C)=O)c2ccc3oc(C)c(C(C)=O)c3c2)cc1	-1

Next section.
cpd	smiles	14-3-3 PPI
109	O=C(Nc1ccc2oc(-c3ccncc3)nc2c1)c1cccc(Br)c1	-17
110	COc1ccccc1N1CC(=O)NC1=O	-10
111	COc1ccc(NC(=O)CSC2CCCCC2)cc1	-3
112	COc1cccc(N=C2SC(C(=O)Nc3ccc(C(=O)O)cc3)CC(=O)N2C)c1 (stereo unspecified)	-7
113	O=C(NCc1ccco1)C(=O)Nc1ccccc1Br	1
114	COc1ccc(C2=NN(CC(=O)NCc3cccnc3)C(=O)CC2)cc1	0
115	CSc1nc2c(c(=O)[nH]1)C(c1ccc(Cl)cc1)C1=C(CCCC1=O)N2 (stereo unspecified)	-13
116	Cc1nc2c(C(=O)NCCc3ccccc3)c[nH]n2c(=O)c1Cc1cccc(Cl)c1	-23
117	CC(=O)c1ccc(NC(=O)C2CC(=O)OC23CCCCC3)cc1 (stereo unspecified)	-10
118	CCC(C)NC(=O)CSc1nc2ccc(N3CCOCC3)cc2c(=O)n1CCc1ccccc1 (stereo unspecified)	-7
119	CCOc1cc(C2C3=C(CC(C)(C)CC3=O)Nc3ccccc3N2C(=O)CC)ccc1O (stereo unspecified)	5
120	CCCn1c(SCC(=O)N2CCc3ccccc32)nnc1-c1ccncc1	0
121	N#CC1=C(N)OC2=C(CCC/C2=C/c2ccoc2)C1c1ccoc1 (stereo unspecified)	-73
122	CCc1ccc(NC(=O)CSc2nc3ccccc3c(=O)n2C2CCCC2)cc1	-2
123	C=CCOC(=O)c1cc2ccccc2oc1=O	7

Entries by screen from above.
Compounds 114–118 in 14-3-3 PPI, in turn: 0, -13, -23, -10, -7
